High-throughput results: PubChem BioAssay, Fisher Drug Discovery Resource Center
mcGAS lum – blocks mouse cGAS activity | AID 1259399 | inhibition, % at 12.5 µM | hit rate 0.15% among 160,000 | Q8C6L5 | recombinant cGAS, Kinase-Glo ATP depletion luminescence;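 also: 0% = negative control wells and 100% = reference inhibitor with no enzyme activity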
hcGAS lum – inhibitors of human cGAS; Q8N884; recombinant h-cGAS, ATP depletion, Kinase-Glo luminescence; inhibition, % at 12.5 µM; hit rate 0.081% among 290,000;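 also: 0% = vehicle reaction and 100% = reaction without DNA for no activity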
Target sequence (Q8N884 whole entry, looked up): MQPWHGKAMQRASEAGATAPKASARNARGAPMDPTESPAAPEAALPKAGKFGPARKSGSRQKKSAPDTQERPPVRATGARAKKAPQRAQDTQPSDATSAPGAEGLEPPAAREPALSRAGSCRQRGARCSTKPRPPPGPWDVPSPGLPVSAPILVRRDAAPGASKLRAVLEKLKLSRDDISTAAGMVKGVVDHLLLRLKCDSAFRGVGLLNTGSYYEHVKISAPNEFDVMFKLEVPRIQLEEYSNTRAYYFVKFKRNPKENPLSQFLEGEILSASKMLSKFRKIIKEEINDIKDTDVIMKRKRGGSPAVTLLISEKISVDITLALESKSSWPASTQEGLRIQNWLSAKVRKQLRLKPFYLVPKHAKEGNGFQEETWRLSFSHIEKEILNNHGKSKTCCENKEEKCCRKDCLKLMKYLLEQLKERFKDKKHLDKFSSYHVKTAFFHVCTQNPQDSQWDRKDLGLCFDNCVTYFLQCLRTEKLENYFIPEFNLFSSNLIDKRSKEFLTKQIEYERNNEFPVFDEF
NPYLR7 ag – activates Aedes aegypti NPYLR7 receptor; AID 1259423; activation, % at 10 µM; HEK293T NPYLR7/Galpha15, GCaMP6s calcium fluorescence; hit rate 0.15% among 270,000; in the data active = activation above about 40%;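 also: 0% = vehicle and 100% = reference agonist at the receptor; some compounds past the cut are filed as inactive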
The depositor's hits bear a star; / = not tested or not shown. Rule as the data show it, unless noted: active = inhibition above about 40%; inactive = the rest.

canonical_smiles	mcGAS lum	hcGAS lum	NPYLR7 ag
COCCN1CCN(C(=O)c2cc(Cn3ccc4ccccc43)[nH]n2)CC1	/	-9	0
CNC(=O)c1ccc(=O)n(Cc2csc(-c3ccc(C(C)C)cc3)n2)c1	/	-14	11
COc1ccc(NC(=O)N2CCN(c3cc(Oc4ccccc4Cl)ncn3)CC2C)cc1 (stereo not given)	-5	-4	12
Cn1cnnc1Sc1ccc(C(=O)Nc2ccc3c(c2)OCCCO3)cc1[N+](=O)[O-]	-9	-6	1
O=C(O)CCC(=O)Nc1nccs1	/	-3	4
O=C1c2ccccc2C(=O)N1c1nc(-c2cccc3ccccc23)cs1	3	16	1
O=C(NCCc1c[nH]c2ccccc12)C(=O)c1ccc(C2CCCCC2)cc1	-5	-6	-5
CC(=O)c1cc2c(cc1NC(=O)Cn1nc(C(F)(F)F)c(Br)c1C)OCO2	-4	-2	1

Brought forward from above: 2 compounds; new compounds follow.
canonical_smiles	mcGAS lum	hcGAS lum	NPYLR7 ag
O=C(NCCc1c[nH]c2ccccc12)C(=O)c1ccc(C2CCCCC2)cc1	-5	-6	-5
CC(=O)c1cc2c(cc1NC(=O)Cn1nc(C(F)(F)F)c(Br)c1C)OCO2	-4	-2	1
CCOC(=O)c1ccccc1NC(=O)CSc1nc2c(-c3ccccc3)c[nH]c2c(=O)n1C(C)C	-8	-6	-1
Cc1cc(C)n(-c2nc3c(c(=O)n2CC(=O)Nc2ccc4c(c2)OCO4)CCC3)n1	-6	-1	/
CCOC(=O)C1CCN(C(=O)C2CC(=O)N(N(C)c3ccccc3)C2)CC1 (stereo not given)	-2	-1	-4
Cc1ccc(S(=O)(=O)c2cnc(SCC(=O)Nc3ccccc3C(F)(F)F)[nH]c2=O)cc1	3	2	0
O=C(NCCC1=CCCCC1)c1c(O)nc2sccn2c1=O	-7	-9	-1
CC1=C(C(=O)N2CCc3c(c(C(=O)N4CCCCC4)nn3CCCc3cccnc3)C2)OCCO1	-7	-16	19
C=CCN(Cc1csc(COc2c(OC)cccc2OC)n1)S(=O)(=O)c1ccc(C)cc1	-5	3	18
Cn1cc(NC(=O)CN2CCCCC2c2nc3ccc(F)cc3[nH]2)cn1 (stereo not given)	-7	0	0
CCOC(=O)Cn1c(C)cn2c3c(=O)[nH]c(=O)n(C)c3nc12	/	-8	15
CCN(CC)S(=O)(=O)c1ccc2c(c1)nc(SC(C)C#N)n2Cc1ccco1 (stereo not given)	-7	-8	2
CCC(CC)(CO)NC(=O)Nc1cccnc1C	/	4	-5
C=CCOCC(O)CN(CCOC)Cc1c(-c2ccccc2)nn(C)c1Oc1ccccc1Cl (stereo not given)	-5	-6	12
O=C1CCCCN1CCn1ccnc1-c1ccccc1-c1ccco1	/	-2	7
COC(=O)c1sc(N2C(=O)C(O)=C(C(=O)c3ccc(C)o3)C2c2ccc(OC)c(OC)c2)nc1C (stereo not given)	-7	-4	3
Cc1c(C#N)c(NC(=O)CN2CCC(O)CC2)n(-c2ccc(F)cc2)c1C	/	5	4
COc1ncnc(N(C)C)c1NC(=O)CCc1cccc(Cl)c1Cl	/	2	3
CCOC(=O)C1CCCN(C(=O)c2ccc(CSc3nc(CC)cc(N4CCN(c5ccccc5Cl)CC4)n3)cc2)C1 (stereo not given)	-5	-12	10
CN1CCN(c2nc3c(c(=O)[nH]c(=O)n3C)n2Cc2cccc3ccccc23)CC1	/	3	-1
CCNC(=O)[C@@H]1C[C@H](n2cc(-c3cccnc3)nn2)CN1	-12	-3	1
c1ccc2c(c1)CN(c1ncnc3c1CCNC3)CCO2	/	-5	1
COc1ccc(CC(=O)N2CCCC(CCC(=O)NCc3ccc(F)c(F)c3)C2)cc1 (stereo not given)	/	0	7
Cc1onc(-c2ccccc2Cl)c1C(=O)N1CCC(C)CC(C)(C)C1 (stereo not given)	/	-5	-12
O=[N+]([O-])c1ccccc1Nc1nc(OCC(F)(F)F)nc(OCC(F)(F)F)n1	-8	-1	-1
CN(C)S(=O)(=O)N1CCOCCNC(=O)[C@@H]2CCC[C@@H]21	-4	-11	/
CC(C)(C)n1ncc2c(=O)n(NC(=O)c3cccc(C(F)(F)F)c3)cnc21	/	-11	4
Cc1ccccc1CSc1nc2nc[nH]c2c(=O)[nH]1	/	-5	-12
O=C(c1cc(C(F)(F)F)cc(C(F)(F)F)c1)N1CCN(Cc2cc(=O)c(OCc3cccc(F)c3)co2)CC1	-6	-10	25
COc1ccc(-c2ccc(CCC(=O)NC(=O)C3CCCNC3)n2-c2ccc(SC)cc2)cc1 (stereo not given)	-6	-2	24
Cc1cc(C)c(C(N)=O)c(=O)[nH]1	/	-5	5
CC(C)C(C)NC(=O)Cn1nnc(-c2ccc(F)cc2)n1 (stereo not given)	/	-6	14
Cc1cccc(OCC(=O)Oc2coc(CSc3nc(C)cs3)cc2=O)c1	-10	-7	-6
CC(C)n1ncnc1NC(=O)c1cccc(CN2CC[C@H](O)C2)c1	-8	-1	2

The final three entries of the part above are carried over, then new ones follow:
canonical_smiles	mcGAS lum	hcGAS lum	NPYLR7 ag
CC(C)C(C)NC(=O)Cn1nnc(-c2ccc(F)cc2)n1 (stereo not given)	/	-6	14
Cc1cccc(OCC(=O)Oc2coc(CSc3nc(C)cs3)cc2=O)c1	-10	-7	-6
CC(C)n1ncnc1NC(=O)c1cccc(CN2CC[C@H](O)C2)c1	-8	-1	2
CSc1cccc(CN2CCN(CC(C)(C)C)C(CCO)C2)c1 (stereo not given)	-9	-3	-4
O=S(=O)(NCc1ccccc1)N1CCC(n2cnnc2)CC1	-8	1	1
CC(C)c1ocnc1C(=O)N1CCc2onc(-c3ccc(F)c(F)c3)c2C1	/	-3	0
COCCn1c(C)cc(O)c(C(c2ccc(C)cc2)N2CCN(C)CC2)c1=O (stereo not given)	/	-11	7
Cc1ccc2c(c1)CN(CC(=O)NCCc1cn3ccsc3n1)CC(c1ccsc1)O2 (stereo not given)	-3	-3	-3
O=C(Nc1ccc(N2CCOCC2)cc1N1CCOCC1)C1CC1	/	-3	3
CCN(CC)c1ccc2c(Cl)c(I)c(=O)oc2c1	/	1	7
COc1ccc(C)c2sc(N(CCN3CCOCC3)C(=O)c3ccno3)nc12	/	-3	1

Complete entries, looked up by structure. Values in the order: mcGAS lum, hcGAS lum, NPYLR7 ag
Shown for `COCCn1c(C)cc(O)c(C(c2ccc(C)cc2)N2CCN(C)CC2)c1=O` (stereo not given) = /, -11, 7
Shown for `CSc1cccc(CN2CCN(CC(C)(C)C)C(CCO)C2)c1` (stereo not given) = -9, -3, -4
Shown for `COc1ccc(C)c2sc(N(CCN3CCOCC3)C(=O)c3ccno3)nc12` = /, -3, 1
Shown for `O=C(Nc1ccc(N2CCOCC2)cc1N1CCOCC1)C1CC1` = /, -3, 3

The list goes on.
canonical_smiles	mcGAS lum	hcGAS lum	NPYLR7 ag
O=C(C1CCCC1)N1CCCC(OCc2cccc(C(F)(F)F)c2)C1 (stereo not given)	/	3	-7
Cc1nc2ccc(I)cn2c1C=NNc1ccc(Cl)cc1	/	0	10
Cc1c(C(=O)NCc2ccc3c(c2)OCCO3)sc(=O)n1Cc1ccccn1	/	-4	14
CCOC(=O)C(C(=O)OCC)c1ccc2cccc(O)c2n1	-8	7	4
O=C(NCc1ccccc1-n1ccnc1)c1cn(CC2CCCNC2)nn1 (stereo not given)	/	-2	-2
C=CCN(CC=C)C(=O)CSc1nc2ccsc2c(=O)n1-c1ccccc1	/	-2	-3
COC(=O)c1ccc(C)c(OC(=O)c2cc(F)c(Cl)nc2Cl)c1	/	10	4
CCc1nc2c(OCC(=O)c3ccc(Cl)cc3Cl)cccn2c1N(C)C(=O)C1CC1	-4	-6	3
CCN(C(=O)Nc1cnn(C)c1)C1CCN(c2ccccc2)C1=O (stereo not given)	/	1	-18
COc1ncccc1CNC(=O)Nc1ccc(C)c(F)c1	/	-10	3
O=S(=O)(Cc1ccccc1)N1C[C@@H](CO)[C@@H]2Oc3c(F)cccc3[C@@H]21	-6	-6	2
Cc1[nH]nc(CCC(=O)N2CC[C@@H](c3ccc4ccccc4c3)[C@H](O)C2)c1C	-12	-7	/
C=C(C)C1CC=C(CN(CCCN(C)C)CCCN(C)C)CC1 (stereo not given)	/	-1	-15
CCCCOCC(=O)N1CC[C@@H]2OCc3cnnn3[C@H]2C1	-5	-9	/
O=C(Nc1nccs1)c1cccc(S(=O)(=O)N2CCOCC2)c1	-1	0	-7
Cc1ccccc1NC(=O)N1C[C@H]2OC(=O)N(CCc3ccccn3)[C@H]2C1	/	-4	0
COc1cc(C)ccc1Oc1cc(N2CCN(c3ccc(F)cc3)CC2)ncn1	-4	-5	5
COc1cccc(C(=O)N2CC(C)(C)SC23C(=O)Nc2ccc(Cl)cc23)c1 (stereo not given)	-4	-8	4
COc1nn(C)cc1C(=O)NC1CC(C)CC(C)(C)C1 (stereo not given)	/	4	2
CCOc1ccc(-c2ccc3nnc(SCC(N)=O)n3n2)cc1	-7	-7	-11
O=C(Nc1ccc(OC2CCCC2)cc1)Nc1ccccn1	/	-3	5
O=C(NCc1ccncc1)c1coc(CN(Cc2ccc(F)cc2)Cc2ccccc2C(F)(F)F)n1	-6	0	17
CCOC(=O)c1ccccc1NC(=O)Cn1c(-c2nnc(C(C)C)o2)cc2ccccc21	-7	-5	4
CC(=O)c1ccc(N2C(=O)C(C)Oc3cc(Cl)ccc32)cc1 (stereo not given)	/	-1	4
O=C(Nc1ccc2c(c1)OCO2)N1CCN(c2cc(-n3cccn3)ncn2)CC1	-8	-4	-6
Cc1ccsc1[C@@H]1CCN(C(=O)c2ccc(=O)n(C)n2)C[C@H]1O	/	0	14
CCc1nc2c(OCCC3CCCCC3)cccn2c1N(C=O)CC(=O)N(C)C	-3	-7	8
O=C(NCC1CC1)c1nn(-c2cccc(F)c2)c(=O)n(Cc2ccccc2Cl)c1=O	-7	-6	11
c1ccc(CNc2nc3nonc3nc2N2CCCC(OCc3cccnc3)C2)cc1 (stereo not given)	/	-1	7
O=C(O)c1ccc(-c2ccc(OC(F)F)cc2)s1	/	7	-22
O=C(CCC1CCN(Cc2ccc3c(c2)OCCO3)CC1)NCc1cccnc1	/	-9	4
Cc1cccc(C)c1NC(=O)CNc1cccc(N2CCCC2=O)c1C	-6	-5	1
Cc1ccc(S(=O)(=O)n2cc(/C=C/C(=O)N(CCCO)CC3CC3(c3ccccc3)c3ccccc3)c3ccccc32)cc1 (stereo not given)	0	-1	-8
Cn1cc(C(=O)N2CCOCC2)cc(NC(=O)c2ccc(C(C)(C)C)cc2)c1=O	-3	2	-10
O=C(O)c1ccc2c(c1)OCO2	/	-1	7
CCNC(=O)C1(C)CCCN(Cc2cccc3c2OCCO3)C1 (stereo not given)	/	-11	0
COc1ccc2c(c1)C1(NCCS1)C(=O)N2Cc1cccc(C(F)(F)F)c1 (stereo not given)	/	-1	30
O=S(=O)(Nc1cccc(-c2ccc3nnc(-c4cccs4)n3n2)c1)c1cccs1	-5	-2	-12
Cc1ccccc1CN1N=NC2C(=O)N(c3ccc(F)cc3)C(=O)C21 (stereo not given)	-6	-3	-4
O=S(=O)(NCCOc1ccccc1F)c1ccc2c(c1)OCCO2	/	-8	15
O=C(Nc1cc(F)ccc1F)N1CCC2(CC1)NCCNC2=O	-17	-3	7

Three of the compounds above, with each value named.
O=S(=O)(Nc1cccc(-c2ccc3nnc(-c4cccs4)n3n2)c1)c1cccs1
- mcGAS lum: -5
- hcGAS lum: -2
- NPYLR7 ag: -12
O=C(Nc1cc(F)ccc1F)N1CCC2(CC1)NCCNC2=O
- mcGAS lum: -17
- hcGAS lum: -3
- NPYLR7 ag: 7
O=S(=O)(NCCOc1ccccc1F)c1ccc2c(c1)OCCO2
- mcGAS lum: /
- hcGAS lum: -8
- NPYLR7 ag: 15
